Bioassay records as filed in PubChem.
MT1-MMP act inh – blocks activation of human MT1-MMP. P50281. GFP/RFP ratio change, % at 20 µM. AID 651647. hit rate 0.061% among 360,000. HT1080 RFP-PRO-GFP cells, GFP/RFP ratio fluorescence, overnight; percent of plate control window, DMSO zero;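 active = GFP/RFP ratio change of at least 30% with cell ATP level not reduced by more than half and red fluorescence within 50% of control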; also: strong numbers were not always called active
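Compound: 20 µM single dose, 1% DMSO / System: HT1080 RFP-PRO-GFP cells / Controls: DMSO and RFP-L50D-GFP cell wells / Read-out basis: GFP/RFP fluorescence ratio / Schedule: overnight compound exposure at 37 °C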
Rin1-Abl PPI inh – human Rin1-Abl interaction inhibition | inhibition, % at 7.35 µM | hit rate 0.4% among 360,000 | TR-FRET Rin1/Abl binding, biochemical | P00519+Q13671 | AID 588664; in the data active = inhibition above about 5%, passing the limit was not always enough
Target sequence (P00519 whole entry, looked up): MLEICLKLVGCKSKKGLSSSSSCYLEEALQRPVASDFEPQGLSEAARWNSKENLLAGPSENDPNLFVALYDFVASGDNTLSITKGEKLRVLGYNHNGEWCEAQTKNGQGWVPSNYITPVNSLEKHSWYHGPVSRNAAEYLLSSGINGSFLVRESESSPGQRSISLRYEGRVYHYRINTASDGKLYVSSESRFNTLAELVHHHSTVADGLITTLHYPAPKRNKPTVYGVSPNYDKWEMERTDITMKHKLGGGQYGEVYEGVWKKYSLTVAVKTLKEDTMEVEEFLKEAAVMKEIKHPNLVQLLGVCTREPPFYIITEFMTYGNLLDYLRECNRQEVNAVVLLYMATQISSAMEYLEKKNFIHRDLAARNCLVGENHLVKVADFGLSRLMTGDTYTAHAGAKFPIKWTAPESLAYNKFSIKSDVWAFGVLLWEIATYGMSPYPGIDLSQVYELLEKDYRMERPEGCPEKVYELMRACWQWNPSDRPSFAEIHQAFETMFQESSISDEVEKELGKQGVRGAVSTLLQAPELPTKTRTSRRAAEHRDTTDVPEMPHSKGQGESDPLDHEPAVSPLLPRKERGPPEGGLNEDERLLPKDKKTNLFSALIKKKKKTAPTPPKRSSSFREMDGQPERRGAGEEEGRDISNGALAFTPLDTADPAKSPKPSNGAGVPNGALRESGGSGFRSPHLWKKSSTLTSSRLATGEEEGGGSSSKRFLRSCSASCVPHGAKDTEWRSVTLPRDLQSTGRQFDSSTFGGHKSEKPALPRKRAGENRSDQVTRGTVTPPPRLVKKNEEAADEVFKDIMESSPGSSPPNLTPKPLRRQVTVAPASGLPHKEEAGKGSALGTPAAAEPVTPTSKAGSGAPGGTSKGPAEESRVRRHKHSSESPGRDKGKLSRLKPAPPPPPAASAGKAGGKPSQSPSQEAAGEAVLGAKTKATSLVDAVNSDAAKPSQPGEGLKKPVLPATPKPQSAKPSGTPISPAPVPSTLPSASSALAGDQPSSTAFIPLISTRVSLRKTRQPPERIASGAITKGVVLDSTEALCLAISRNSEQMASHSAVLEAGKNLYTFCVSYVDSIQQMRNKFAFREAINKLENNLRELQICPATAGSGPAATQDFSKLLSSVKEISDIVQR
Target sequence (Q13671 whole entry, looked up): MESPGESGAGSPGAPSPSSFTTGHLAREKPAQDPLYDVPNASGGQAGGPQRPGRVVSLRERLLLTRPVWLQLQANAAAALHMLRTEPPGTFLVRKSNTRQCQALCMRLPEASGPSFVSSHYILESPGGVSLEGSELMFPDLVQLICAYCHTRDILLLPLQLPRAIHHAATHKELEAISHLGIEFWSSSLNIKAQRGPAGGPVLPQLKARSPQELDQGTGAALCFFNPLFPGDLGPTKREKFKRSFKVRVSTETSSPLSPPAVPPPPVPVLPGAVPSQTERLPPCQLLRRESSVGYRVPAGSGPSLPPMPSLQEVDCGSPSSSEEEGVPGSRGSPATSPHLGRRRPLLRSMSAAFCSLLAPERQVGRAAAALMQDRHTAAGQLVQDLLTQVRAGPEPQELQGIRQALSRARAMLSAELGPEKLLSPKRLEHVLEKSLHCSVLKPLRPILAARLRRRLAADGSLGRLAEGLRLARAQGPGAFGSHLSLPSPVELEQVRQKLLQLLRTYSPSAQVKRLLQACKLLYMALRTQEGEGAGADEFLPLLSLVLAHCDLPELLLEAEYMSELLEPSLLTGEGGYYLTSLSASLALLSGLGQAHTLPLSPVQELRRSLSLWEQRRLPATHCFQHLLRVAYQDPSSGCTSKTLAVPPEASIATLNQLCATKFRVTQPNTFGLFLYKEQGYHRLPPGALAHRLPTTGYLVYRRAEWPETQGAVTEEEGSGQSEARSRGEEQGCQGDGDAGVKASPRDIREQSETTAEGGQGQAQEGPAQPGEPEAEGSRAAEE
CendR NRP1 mod – NRP-1/CendR interaction modulation. O14786. FAM-RPARPAR peptide binding to NRP-1, fluorescence polarization. inhibition, % at 25 µM. hit rate 0.85% among 360,000. AID 602438;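 active = inhibition or corrected inhibition above about 18%, plus a signal ratio from 0.5 to 1.5, limit read from the data, passing the limit was not always enough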; also: strong numbers were not always called active
Neddylation inh – inhibitors of human cullin neddylation; hit rate 0.58% among 360,000; TR-FRET cullin neddylation, biochemical; P61081+Q13564; calls only at 25 µM; in the data active = inhibition above about 36%
MsrA act – activators of bovine methionine sulfoxide reductase A | hit rate 0.3% among 360,000 | activation, % at 10.6 µM | purified bovine MsrA, absorbance read-out | AID 602163; in the data active = activation above about 7.5%;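 also: 0% = vehicle and 100% = reference activator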
MsrA inh – bovine MsrA inhibition. purified bovine MsrA, absorbance read-out. inhibition, % at 15.5 µM. hit rate 0.75% among 360,000. AID 651718; in the data active = inhibition above about 4.5%;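 also: 0% = vehicle wells with enzyme and 100% = reference inhibitor wells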
eLon inh – inhibits E. coli Lon protease; hit rate 0.42% among 360,000; AID 602123; purified E. coli Lon protease, fluorescence polarization; P0A9M0; inhibition, % at 7.94 µM; in the data active = inhibition above about 13%, passing the limit was not always enough;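 also: 0% = enzyme with probe and DMSO and 100% = no enzyme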
SKN-1 block – blocks SKN-1 activity in C. elegans | hit rate 0.49% among 360,000 | C. elegans VP596 Pgst-4::GFP/RFP ratio, acrylamide-induced, 24 h | AID 624304 | inhibition, % at 21.8 µM;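 active = interference check ratio from 0.5 to 1.5 plus GFP to RFP signal ratio inhibition reaching or exceeding a fixed threshold, cut at about 30% in these data, passing the limit was not always enough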; also: some compounds called inactive have numbers as strong as hits
FAS-TE inh – FAS thioesterase (human) inhibition; P49327; recombinant FAS-TE, OMFH fluorogenic substrate, fluorescence endpoint; inhibition, % at 15 µM; hit rate 0.67% among 360,000;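 active = compounds whose normalised, plate-corrected inhibition of enzyme fluorescence in the single-dose primary screen is 50% or more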;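 also: 0% = DMSO with enzyme and 100% = substrate without enzyme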
Numbers without * were called inactive; i = inactive; x = not tested or not shown.

Second line of a record – Rin1-Abl PPI inh, SKN-1 block, FAS-TE inh, CendR NRP1 mod, MT1-MMP act inh, Neddylation inh, MsrA act, eLon inh, MsrA inh
CC(C)C(=O)Nc1nnc(SCC(=O)NCc2ccc3c(c2)OCO3)s1
  -4.4, -6.3, -2.7, 8.5, -3.5, i, -4.0, -2.5, 0.1
CCCCc1nc2sc3c(c2c(=O)[nH]1)CCC3
  -3.4, 12.1, -5.1, 2.3, 1.6, i, -1.5, 1.8, -0.7
COCCN(C(=O)C(C)C)c1nnc(-c2ccc(C(C)(C)C)cc2)s1
  3.8, -4.5, 21.4, 2.9, -0.6, i, -6.2, 4.7, -0.1
Cc1ccc(OCC(=O)NCCc2nc3ccccc3[nH]2)c(C)c1
  3.2, 13.7, 1.2, -1.4, -4.0, i, -4.1, -7.5, 1.0
CCOC(=O)CN(C(=O)CSc1nnc(CNc2ccc(F)cc2)o1)c1ccccc1
  2.3, -3.1, -8.0, 1.7, -1.4, i, 3.1, 0.7, -0.4
CN[C@@H]1CC[C@H](c2ccc(Cl)c(Cl)c2)c2ccccc21
  0.1, 18.2, 1.4, 0.3, -2.3, i, -1.7, 3.1, -0.7
O=c1oc2c(CN3CCN(CCO)CC3)c(O)ccc2cc1-c1ccccn1
  -1.7, -8.6, -7.3, -5.6, -3.0, i, -3.4, -13.7, 2.4
O=C(c1noc2c1CCCCC2)N1CCOCC1
  -0.5, 0.8, -8.2, -3.7, 0.4, i, -11.1, -10.1, x
CN(Cc1nc2ccccc2[nH]1)Cc1nc(CC2CC2)no1
  -0.6, -1.8, -5.4, -18.8, -1.3, i, -3.1, -5.5, -1.0
O=C(CNC(=S)NC(=O)c1cccs1)c1ccccc1
  0.4, 18.7, 7.0, -5.1, -3.0, i, 1.9, -2.7, 1.4
COC(=O)c1c(NC(=O)c2ccc(S(=O)(=O)N3CCOCC3)cc2)sc2c1CCN(C(C)C)C2
  5.8, -12.2, 1.2, -8.8, -9.7, i, -4.4, -1.2, 1.2
Cn1c(CCN2CCCCC2)nc2cc(NC(=O)NC3CCCCC3)ccc21
  0.6, -32.6, -10.4, -0.8, -3.4, i, -9.1, -2.7, -0.4
O=C1CCC([N+](=O)[O-])C(c2cccc(Cl)c2Cl)N1 (configuration not stated)
  0.7, -18.7, -6.1, 9.3, -4.8, i, -8.7, -1.9, -0.8
COc1cc(F)cc(C2=CC(=O)C[C@H](c3ccc(F)cc3)C2)c1
  2.5, 7.9, 36.1, -8.9, 0.6, i, -1.8, 1.1, -1.1
O=C(NCc1cccnc1)C(=O)NCC(c1ccco1)N1CCOCC1 (configuration not stated)
  2.7, -3.6, -4.6, 3.0, -0.4, i, -1.4, 3.9, 1.4
CCC(=O)NCCCCCCCCCNC(=O)CC
  4.0, -2.5, -11.4, -2.0, 1.2, i, -3.7, -4.6, -0.7
O=[N+]([O-])c1cccc(Oc2ncccc2[N+](=O)[O-])c1
  1.1, 15.7, -7.6, 5.6, -1.9, i, 0.6, -9.6, -0.2
Nc1nc(Cl)cc(Sc2ccc3ccccc3c2)n1
  1.7, 8.6, -1.2, 7.5, -24.9, i, -5.6, 4.2, -0.4
CCc1nc2ccc(C(=O)NCCc3ccccn3)cn2c1N(CC)CCOC
  3.1, 7.9, -7.4, 2.7, -0.8, i, -2.6, -1.7, -0.8
COC(=O)c1noc(-c2ccc(OC)cc2)n1
  -0.5, 10.2, -6.3, -4.7, 1.7, i, -10.3, 0.9, -0.7
CCOc1ccc(S(=O)(=O)Nc2ccc(C(=O)NCC(c3ccc(OC)cc3)N3CCOCC3)cc2)cc1 (configuration not stated)
  4.9, 5.6, 3.9, 7.2, 1.0, i, -4.1, -15.3, 0.0
C[C@H](CO)N1C[C@H](C)[C@H](CN(C)S(C)(=O)=O)OCc2ccccc2-c2c(n(C)c3ccccc23)C1=O
  -4.6, 11.1, -6.9, -13.4, 8.1, i, -3.3, -1.8, 0.3
Nc1nc2ccc(O)cc2s1
  2.7, 18.8, -6.1, -7.9, 9.4, i, 0.6, 1.6, 0.5
CN(C)CCCN1c2ccc([N+](=O)[O-])cc2CCc2cc([N+](=O)[O-])ccc21
  -2.9, 35.0, 6.1, -21.1, -4.8, i, -3.3, -11.9, 2.2
CCOc1ccccc1NC(=O)Nc1ccccn1
  1.2, -7.2, -5.0, 0.7, -11.1, i, -3.4, -10.8, 0.1
CCOC(=O)CN=C(NS(=O)(=O)c1ccc(Cl)cc1)c1ccccc1
  0.7, 7.2, -0.4, -2.1, 3.3, i, -2.8, 0.4, 0.7
CCN(Cc1ccncc1)C(=O)c1cccc(S(=O)(=O)N2CCCCC2)c1
  3.1, -6.2, -5.6, 3.5, -4.0, i, -1.3, -1.4, -0.7
Cc1c(C(=O)NCc2cccs2)oc2ccccc12
  2.8, 19.4, 8.3, -8.6, -3.3, i, -1.7, 6.2, 0.1
CC1CCCC(NC(=O)c2ccncc2)C1C (configuration not stated)
  -1.2, 9.7, -0.8, 7.8, -13.4, i, -3.2, -2.4, -1.8
O=C(NCC[C@H]1CC[C@@H](NC(=O)C2CCC2)[C@@H](CO)O1)c1cc(Cl)cc(Cl)c1
  x, -7.7, x, 5.2, -0.6, i, x, x, -0.2
CCCc1nc2sc3ccccc3c(=O)c2c(=O)n1Cc1ccco1
  -3.5, -7.7, 4.5, -32.7, -22.6, i, -14.9, -4.1, 2.0
O=C(CNC(=O)c1cn2ccccc2n1)Nc1ccc(F)c(F)c1
  -1.9, 10.3, -5.4, -14.2, 3.8, i, -2.4, 6.2, 0.1
Cc1cc(NS(=O)(=O)c2ccc(-c3ccccc3)cc2)no1
  2.0, -19.9, 2.1, -20.6, -0.8, i, 5.4, -0.1, -1.2
COc1ccc(CCNC(=O)C2CCN(S(=O)(=O)c3ccc(-n4cnnn4)cc3)CC2)cc1OC
  3.2, 0.0, -3.4, -9.7, 7.0, i, -2.0, -2.2, 56.4*
O=c1[nH][nH]cc1C=NCc1cccc(C(F)(F)F)c1
  -0.1, 1.8, -4.0, -11.1, 4.2, i, -2.2, 8.4, 0.1
CC(C)(C)n1nc2c(c1NC(=O)c1ccc(Cl)c([N+](=O)[O-])c1)CS(=O)(=O)C2
  7.1, 19.7, 5.4, 9.1, x, i, -12.8, 4.2, 0.4
CCS(=O)(=O)c1ccc(-c2cccc(NC(=O)COc3ccccc3)c2)nn1
  -0.1, -11.7, -5.2, -1.5, 1.8, i, -1.5, 4.4, -0.4
COc1ccc(C(=O)NCCn2cc(SCC(=O)NCC3CCCO3)c3ccccc32)cc1 (configuration not stated)
  -1.0, -2.8, -4.7, -3.1, -3.3, i, -8.5, -4.1, -0.6
COc1cccc(Nc2nnc(SCC(=O)N3CC(C)OC(C)C3)s2)c1 (configuration not stated)
  -1.4, 3.9, -6.1, 3.4, -3.6, i, -2.3, 0.1, 2.1
OCC1OC(Nc2ccccc2C=NO)C(O)C1O (configuration not stated)
  -0.4, -3.6, -7.4, -6.5, -3.2, i, -4.9, -4.7, 1.3
Cc1ccccc1OCCn1cc(C=O)c2ccccc21
  -0.2, 33.8, 16.2, 0.7, 2.7, i, -4.8, -0.2, -0.6
CCOc1ccc2[nH]cc(C(=O)NCCc3ccccc3)c(=O)c2c1
  -2.1, 1.5, 13.4, 2.3, 0.6, i, -3.7, -3.9, 3.2
Cc1ccc(N(C(=O)c2ccco2)C(C(=O)NC2CCCC2)c2ccco2)c(C)c1 (configuration not stated)
  5.0, 3.6, 14.1, -8.9, -2.5, i, -4.0, 5.9, -0.7
CCC(C(=O)NCc1ccco1)N(C(=O)CNS(=O)(=O)c1ccccc1)c1ccc(OC)cc1 (configuration not stated)
  0.0, -9.5, -3.0, -6.0, -2.7, i, -7.2, -1.6, -0.5
CC(Cc1ccccc1)NC(=O)C1CCCNC1=O (configuration not stated)
  3.1, 5.9, -8.3, 4.8, 6.2, i, -5.9, 7.1, 2.3
COc1ccc(C(=O)Nc2cc3c4c(c2)C(C)C(=O)N4CCC3)cc1 (configuration not stated)
  0.4, 19.9, -7.7, -2.8, 0.2, i, -1.5, 0.3, -1.1
COc1ccc(-n2c(N)c(C(=O)NCC3CCCO3)sc2=S)cc1 (configuration not stated)
  -0.9, -15.1, -5.6, 4.7, -2.7, i, -17.1, -6.4, 0.4
Cc1sc(-c2ccccn2)nc1OC(=O)c1ccc(Cl)cc1
  1.1, -16.7, 2.7, 5.6, -3.2, i, 1.0, -4.7, -1.2
O=C(NCc1ccccc1F)c1ccncc1
  3.6, -4.3, -6.0, -2.7, -1.1, i, -12.6, 1.3, -0.2
Cc1nnc2n(Cc3ccccc3)c(=O)c3c4c(sc3n12)COC(C)(C)C4
  -3.5, 10.4, 24.2, 7.7, 6.1, i, -0.7, -5.2, -1.4
O=S(=O)(Nn1cnnc1)c1ccccc1
  -1.6, -3.6, -3.5, 20.9, 1.6, i, -1.7, -1.4, -0.2
COc1ccc(/C=N/NC(=O)C[n+]2ccccc2)c(OC)c1OC
  0.8, 2.3, -8.2, -0.4, 2.8, i, -2.6, -1.0, 0.9
COc1ccc(N(CC(=O)NCCc2ccccc2)C(=O)CCC(=O)Nc2ccccn2)cc1
  -1.6, 33.1, -1.1, 0.6, -1.6, i, -3.6, -4.9, 0.1
Cc1ccc(NC(=O)COC(=O)c2ccc(S(=O)(=O)N3CCCCC3)cc2)cc1
  1.9, 20.0, 3.8, -10.9, -1.0, i, -0.7, 0.2, -0.8
Cc1ccnc(NC(=O)CCC(=O)N(Cc2ccco2)C(C(=O)NC(C)C)c2ccc(F)cc2)c1 (configuration not stated)
  5.2, -12.6, -1.9, 0.9, 2.0, i, -0.5, -2.0, 1.3
CCCN(C(=S)Nc1ccccc1)C1CCS(=O)(=O)C1 (configuration not stated)
  1.7, -24.8, -4.6, -6.1, 2.0, i, -2.2, -0.5, 1.1
COc1ccc(NC(=O)c2c(F)cccc2Cl)cc1S(=O)(=O)N1CCOCC1
  0.0, 15.5, -1.7, -2.3, 1.6, i, -2.6, -5.8, -1.1
C/C=C(/C)C(=O)O[C@@H]1c2c(ccc3ccc(=O)oc23)OC(C)(C)[C@@H]1OC(C)=O
  2.1, 0.9, 5.8, 7.8, -0.4, i, -2.9, 0.4, 0.9
CCCCCC(=O)N1C[C@@H](O)[C@H](n2cc(COC(=O)c3ccccc3)nn2)C[C@@H]1c1ccc(Cl)cc1
  1.4, -17.2, 7.0, 4.9, 0.5, i, 0.5, -3.1, 0.0
CCn1cc(C(=O)N[C@@H](CCSC)C(=O)NCCCN2CCOCC2)c(=O)c2cc3c(cc21)OCO3
  -0.2, 15.9, -6.8, 5.7, -0.8, i, -3.1, -5.3, 0.5

Going on with the list:
Second line of a record – Rin1-Abl PPI inh, SKN-1 block, FAS-TE inh, CendR NRP1 mod, MT1-MMP act inh, Neddylation inh, MsrA act, eLon inh, MsrA inh
Cc1cc(C(=O)N2CCC(CO)(Cc3cccc(C(F)(F)F)c3)CC2)n[nH]1
  1.3, 5.4, -1.1, 5.9, 0.7, i, -2.3, -3.8, -0.6
CC(=O)c1c(O)cc(C)n(Nc2nc(C)cc(C)n2)c1=O
  -4.6, 26.3, -4.3, 7.4, 1.4, i, -1.8, 6.9, 0.2
C[C@H](NC(N)=O)C(=O)OCC(=O)NCc1cccs1
  -1.4, -7.9, -6.5, 1.1, 1.2, i, -8.9, 13.8, 0.1
CNC(=S)N/N=C/c1ccccc1OCC(=O)O
  0.6, 9.9, -2.0, 1.2, 0.6, i, -2.6, 0.7, 2.1
O=C(CCc1ccccc1O)N/N=C/c1ccc(Sc2cccc3cccnc23)o1
  -5.7, 8.3, -8.7, -1.9, 0.9, i, -3.6, 12.6, 1.7
O=C(NCc1ccccc1Cl)c1ccc(-c2ccccc2)cc1
  2.5, 5.0, -0.6, 4.7, -0.7, i, -9.1, 7.9, 1.2
CSc1nc(C)c2c(n1)N(c1ccc(O)cc1)CC2
  0.0, -0.8, -7.6, -1.3, -2.8, i, -9.5, 0.6, 2.4
CC(OC(=O)C1=COCCO1)C(=O)NC1(C#N)CCCCC1 (configuration not stated)
  4.7, -1.1, -3.5, 8.8, -0.2, i, -5.1, -6.3, -0.9
